# Assay outcomes from PubChem.
# Chronic BCR inh: inhibitors of chronic active B-cell receptor signaling. ABC-DLBCL IkBa-CBG/CBR reporter, luminescence ratio, 4 h. Potency, µM (series often up to 46.1 µM), inactives show at the highest dose ratio change, negative = lower green/red ratio, actives largely listed as inhibitors. actives 0.05% (n = 340,000); active = well fitted inhibition curve with a large enough effect in the signal ratio, with a control signal flat, not every such curve was filed as active; inconclusive = small, poorly fitted or top-dose-only effect, or effect the other way, or a change in a side signal; the % refers to the signal ratio;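 note: plate controls were basal doxycycline-induced cells for no effect and cells given 10 µM MG132 for full effect; MG132 reads +100%, hits lower the ratio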
#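 Doxycycline induced both beetle luciferases in TMD8 lymphoma cells; IKK-driven degradation limits the IkappaBalpha-fused green signal, while red luminescence normalises for cell number and nonspecific effects. Compounds tested up to 46 uM, 4 hrs.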
# Numbers without * were called inactive; ? = inconclusive. Potency is the fitted concentration of half-maximal effect. An excerpt; the hit share may differ from the screen's.
SMILES	Chronic BCR inh
CCOC(=O)c1ccc(NC(=O)CSc2cc(=O)n(CC)c3ccccc23)cc1	-27.6%
COc1cccc(CC(=O)NCc2ccc3c(c2)CCN3C(C)=O)c1	?
COc1ccc(C(=O)NCc2ccc3c(c2)CCN3C(=O)c2cccc(C)c2)cc1OC	?
CC(C)OCCCn1c(SCC(=O)c2ccccc2)nc2c(sc3ccccc32)c1=O	-17.8%
Cc1ccc(NC(=O)CSc2nc3ccccc3c(=O)n2CCC(=O)NC2CCCCC2)cc1C	1.8%
Cc1cc(C)n(-c2nc(C)c(C)c(=O)n2CC(=O)Nc2ccc(Cl)c(Cl)c2)n1	5.3%
CCOC(=O)CSc1nc2c(sc3cccc(F)c32)c(=O)n1Cc1ccc(OC)cc1	?
COc1ccc(N2CC(NC(=O)/C=C\c3ccc4c(c3)OCO4)CC2=O)cc1 (centres undefined)	-14.7%
Cc1ccc(CNC(=O)c2cnn3c(C)c(Cc4c(F)cccc4Cl)c(C)nc23)cc1	-2.6%
COc1ccc(CCC(=O)NC2CC(=O)N(c3ccc(C)c(C)c3)C2)cc1 (centres undefined)	?
CCC(=O)C1=C(c2ccc(OC)c(OC)c2)N(C(=O)CC)n2c(nnc2-c2ccc(C)cc2)S1	3.6%
CCOC(=O)c1ccc(CN(Cc2ccc(F)cc2)S(=O)(=O)c2ccc(F)c(C(=O)Nc3c(C)cccc3C)c2)cc1	9.3%
COC(=O)c1ccc(OCC2c3cc(OC)c(OC)cc3CCN2C(=O)Cc2ccc(OC)cc2)cc1 (centres undefined)	-8.9%
CCC(=O)N1CCc2cc(Br)cc(S(=O)(=O)CCC(=O)NCCc3cccc(C)c3)c21	-0.1%
O=C(Cc1ccc(NC(=O)N2CCSc3ncccc32)cc1)NCc1ccccc1Cl	-4.6%
O=C(c1ccc2c(c1)N(Cc1cccc(F)c1)C(=O)c1ccccc1S2)N1CCOCC1	12.7%
Cc1cccc(-n2ncc3c(N4CCN(CCO)CC4)ncnc32)c1	2.0%
CCOc1ccc(NC(=O)CSc2nccn2C2CCCC2)cc1	6.1%
COc1ccc(NC(=O)c2c(NCc3cccs3)sc3c2CCCCC3)c(OC)c1	-21.3%
COc1ccc(C(CC(=O)Nc2ccc(OC)c(OC)c2)N2Cc3ccccc3C2=O)cc1 (centres undefined)	18.9%
Cc1ccccc1OCC(=O)Nc1ccc(-c2nc3ccccc3o2)cc1	-4.5%
O=C(Nc1ccc2c(c1)N(C1CCCC1)C(=O)c1ccccc1S2)c1ccc(F)cc1	12.9%
CCOc1ccc(NC(=O)C2CCN(S(=O)(=O)c3cc(-c4noc(C)n4)ccc3C)CC2)cc1	-13.6%
O=c1n(Cc2ccc(F)cc2Cl)c2ccccc2c2nc(-c3ccccc3)nn12	5.2%
CCc1ccccc1N(C)S(=O)(=O)c1ccc2[nH]cc(C(=O)NCCOC)c(=O)c2c1	4.2%
Cc1ccc(S(=O)(=O)CC(=O)N2CCN(c3nc4c(F)cccc4s3)CC2)cc1	-2.5%
Cc1oc(-c2cccc(Br)c2)nc1CN1CCC(C(=O)NCCc2ccc(Cl)cc2)CC1	-13.4%
Cc1ccc(C2=CC(c3ccccc3F)n3c(nc4ccccc43)N2)cc1C (centres undefined)	?
O=C(Nc1ccc(Cl)cc1)c1cc(S(=O)(=O)N2CCc3ccccc32)ccc1F	?
COc1ccc(Cl)cc1NC(=O)CSc1nc(=O)[nH]c2c1CCCC2	7.5%

# Of the compounds above, six contain an aryl thioether with sulfur outside any ring.
SMILES	Chronic BCR inh
CCOC(=O)c1ccc(NC(=O)CSc2cc(=O)n(CC)c3ccccc23)cc1	-27.6%
CC(C)OCCCn1c(SCC(=O)c2ccccc2)nc2c(sc3ccccc32)c1=O	-17.8%
Cc1ccc(NC(=O)CSc2nc3ccccc3c(=O)n2CCC(=O)NC2CCCCC2)cc1C	1.8%
CCOC(=O)CSc1nc2c(sc3cccc(F)c32)c(=O)n1Cc1ccc(OC)cc1	?
CCOc1ccc(NC(=O)CSc2nccn2C2CCCC2)cc1	6.1%
COc1ccc(Cl)cc1NC(=O)CSc1nc(=O)[nH]c2c1CCCC2	7.5%

# (cont.)
SMILES	Chronic BCR inh
Cc1cccc(C(=O)N(Cc2nc(-c3ccc(Cl)cc3)no2)C(C)C)c1	-2.3%
COc1cccc(Nc2sc(C(=O)c3ccc(F)cc3)c(N)c2C(=O)NCc2ccc(C)cc2)c1	?
O=C(Nc1ccc(OC(F)(F)F)cc1)c1nc2ccccc2nc1N1CCCCC1	?
Cc1ccc(-n2ncc3c(N4CCCCC4)ncnc32)cc1	?
COc1cccc(CC(=O)Nc2ccc(-c3nc4ccccc4s3)cc2Cl)c1	?
Cc1ccccc1NC(=O)c1ccc(F)c(S(=O)(=O)N(C)C2CCCCC2)c1	13.1%
CCCCn1c(SCC(=O)Nc2ccc(OCC)cc2)nc2ccsc2c1=O	5.6%
CCc1nc2ccc(C(=O)N3CCN(c4cc(Cl)ccc4C)CC3)cc2nc1CC	21.6%
CCOc1ccc(NC(=O)c2c(NCc3cccs3)sc3c2CCCCC3)cc1	-9.1%
Cc1cc(Cl)ccc1NC(=O)CCS(=O)(=O)c1cc2c(cc1C)NC(=O)CO2	-6.3%
COc1ccccc1N1CCN(C(=O)Cn2c(=O)n3nc(-c4cccc(C)c4)nc3c3ccccc32)CC1	-0.4%
CSc1ccc(/C=C/c2nc3ccccc3n2S(=O)(=O)c2ccc(F)c(C)c2)cc1	?
O=C(NC1CCCC1)c1ccc2c(c1)N(Cc1ccccc1Cl)C(=O)c1ccccc1S2	12.0%
COc1cccc(C(c2sc3nc(-c4ccco4)nn3c2O)N2CCN(C)CC2)c1 (centres undefined)	0.3%
O=C(Nc1ccc(F)c(F)c1)c1cc(S(=O)(=O)NCc2ccc3c(c2)OCO3)ccc1F	2.8%
Nc1c(-c2nc(-c3cccs3)no2)nnn1-c1cccc(Cl)c1	?
CCOC(=O)c1ccccc1NC(=O)c1sc2ncn(Cc3cccc(F)c3)c(=O)c2c1C	5.9%
Cc1ccc(C)c(NC(=O)c2cc(S(=O)(=O)N3CCN(c4cccc(Cl)c4)CC3)ccc2F)c1	?
O=c1cc(-c2ccccc2)n2c(SCc3ccc([N+](=O)[O-])cc3)nnc2[nH]1	-2.2%
Cc1ccc(CNc2ncnc3c2c(-c2ccccc2)cn3-c2ccccc2)cc1	24.3%
Cc1cc(=O)[nH]c2nnc(SCc3cccc(F)c3)n12	?
CN1CCN(C(=O)C(=O)Nc2c3c(nn2-c2ccc(Cl)cc2)CSC3)CC1	8.0%
CCOC(=O)c1c(C)[nH]c(C)c1S(=O)(=O)N1CCC(C(=O)N2CCN(c3cccc(Cl)c3)CC2)CC1	?
O=C(c1ccc2c(c1)N(Cc1cccc(Cl)c1)C(=O)c1ccccc1S2=O)N1CCN(c2cccc(C(F)(F)F)c2)CC1 (centres undefined)	7.5%
CCN(CC)C(=O)Cn1c(=O)n(-c2ccc(Cl)c(Cl)c2)c(=O)c2c(C)c(C(=O)N(CC)CC)sc21	7.6%
CCOC(=O)c1ccc(NC(=O)c2c(NCc3cccc(OC)c3)sc3c2CCC3)cc1	4.1%
CC(=O)c1cccc(NC(c2ccc(F)cc2)c2nnc(-c3ccccc3)o2)c1 (centres undefined)	?
CCn1ccc2c(OCC(=O)Nc3ccccc3C)cccc2c1=O	?
CN(Cc1ccccc1)C(=O)C1CCN(Cc2cc3ccccc3n2Cc2ccccc2)CC1	?
CCOC(=O)c1c(C)[nH]c(C)c1S(=O)(=O)N(C)CC(=O)N1CCN(c2cccc(Cl)c2)CC1	1.7%
O=C(CCCCCn1c(=O)[nH]c2ccccc2c1=O)N1CCN(c2cccc(C(F)(F)F)c2)CC1	?
COCCNC(=O)C(=O)Nc1c2c(nn1-c1ccccc1)CS(=O)(=O)C2	?
Cc1ccc(Cl)cc1N1CCN(C(=O)CCCCCn2c(=O)[nH]c3ccccc3c2=O)CC1	?
O=C(NC1CC(=O)N(c2ccccc2)C1)c1ccc(S(=O)(=O)N2CCCCC2)cc1 (centres undefined)	4.7%
COc1cc(C2c3c(oc4ccccc4c3=O)C(=O)N2Cc2ccc(C)cc2)ccc1O (centres undefined)	-2.0%
O=C(NCc1ccccc1Cl)c1ccc2c(c1)NC(=O)C(CS(=O)(=O)Cc1ccc(F)cc1Cl)N2 (centres undefined)	-0.9%
Cc1oc(-c2ccc(Cl)cc2)nc1CS(=O)CC(=O)NCCc1ccccc1 (centres undefined)	16.9%
COc1ccccc1N1CCN(C(=O)Cn2c(=O)n3nc(-c4cccc(F)c4)nc3c3ccccc32)CC1	-0.4%
COc1cc(CCC(=O)NCc2ccc3c(c2)CCN3C(=O)c2cccc(C)c2)cc(OC)c1OC	?
Cc1cc(C)c(S(=O)(=O)NCCc2csc3nc(-c4ccc(Cl)cc4)nn23)c(C)c1	?
CCOc1ccc2nc(N3CCN(C(=O)c4ccc5c(c4)CCCC5)CC3)sc2c1	-3.6%
COc1ccc(CCNC(=O)C(=O)NCC(c2cccs2)S(=O)(=O)c2ccccc2)cc1 (centres undefined)	-0.6%
Cc1ccc(C)c(NC(=O)CSc2nc(=O)n(CCN(C)C)c3c2CCC3)c1	?
CC(=O)c1cc(-c2ccccc2)n(CCC(=O)NCCc2ccccc2)c1C	?
CCOc1cccc(CC(=O)NCc2ccc3c(c2)CCN3C(C)=O)c1OCC	?
O=C(Cc1ccc(Cl)cc1)NCC(c1cccs1)S(=O)(=O)c1ccc(F)cc1 (centres undefined)	?
Cc1ccc(CN2C(=O)c3ccccc3Sc3ccc(C(=O)N4CCOCC4)cc32)cc1	-5.6%
COc1ccc(CNC(=O)C(CCSC)NS(=O)(=O)c2ccc3c(c2)oc(=O)n3C)cc1 (centres undefined)	-3.1%
O=C(NCC(c1ccco1)S(=O)(=O)c1cccs1)c1ccccc1 (centres undefined)	-4.4%
Cc1ccc(CNC(=O)c2cc(-c3ccc(C)cc3)nc3n[nH]c(-c4ccc(F)cc4)c23)cc1	?
CSc1cccc(NC(=O)C2CCCN(C(=O)c3cnn(-c4ccc(F)cc4)c3-n3cccc3)C2)c1 (centres undefined)	-0.2%
COc1ccc(CCNC(=O)c2ccc3[nH]c(C)c(C)c3c2)cc1OC	1.2%
CCc1ccc(Sc2cc(C(=O)NCc3cccc(OC)c3)c3ccccc3n2)cc1	-7.3%
CCOc1ccc(NC(=O)Cn2c(=O)oc3cc(S(=O)(=O)N4CCCCCC4)ccc32)cc1	3.2%
O=C(CCC(=O)c1ccccc1)Nc1ccc(F)c(Cl)c1	-15.8%
Cc1c(-c2ccc(Cl)cc2)c(=O)oc2ccc(OC(=O)N3CCOCC3)cc12	16.9%
COc1ccc(-c2ccc(=O)n(CC(=O)Nc3ccccc3C(F)(F)F)n2)cc1	?
CCOC(=O)C1CCCN(S(=O)(=O)c2cc(-c3cc(C)no3)ccc2OC)C1 (centres undefined)	-1.8%
Cc1ccc(-n2ncc3c(N4CCC(C(N)=O)CC4)ncnc32)cc1	?
CCN1CCN(C(=O)c2ccc3c(c2)N(Cc2cccc(F)c2)C(=O)c2ccccc2S3)CC1	-1.6%

# (next part)
SMILES	Chronic BCR inh
Cc1ccc(NC(=O)C2CCN(S(=O)(=O)c3cccc4nonc34)CC2)cc1C	17.2%
Cc1ccc(CCNC(=O)c2ccc(CSCc3ccc(C)cc3)o2)cc1	1.5%
COc1ccc(C(=O)NCC(c2ccc(N(C)C)cc2)N2CCCC2)cc1 (centres undefined)	-23.5%
Cc1ccccc1CNC(=O)C(=O)NCC(c1ccco1)S(=O)(=O)c1ccccc1 (centres undefined)	-9.8%
COC(=O)C1=C(C)NC(=O)NC1c1cn(-c2ccccc2)nc1-c1ccc(OC)c(Cl)c1 (centres undefined)	?
O=S(=O)(NCCc1csc2nc(-c3ccc(F)cc3)nn12)c1ccc(Br)cc1	25.1%
O=C(Nc1cc(Cl)ccc1Cl)c1cc(S(=O)(=O)NCCc2ccccc2)ccc1F	?
Cc1ccc(C(=O)NCC(c2cccs2)S(=O)(=O)c2cccs2)cc1 (centres undefined)	3.7%
O=C(CCCCCn1c(=O)[nH]c2ccccc2c1=O)N1CCN(c2ccc(Cl)cc2)CC1	-12.6%
Cc1cc(C)cc(NS(=O)(=O)c2ccc3[nH]cc(C(=O)NCc4ccccc4Cl)c(=O)c3c2)c1	?
O=C(CSc1nc(=O)n(Cc2cccnc2)c2c1CCC2)Nc1cccc(Cl)c1	?
COc1ccc2sc(N(Cc3cccnc3)C(=O)c3cccs3)nc2c1	-28.3%
Cc1c(C(=O)N(C)C)sc2c1c(=O)n(-c1ccc(F)cc1)c(=O)n2Cc1cc(=O)n2ccccc2n1	-15.4%
O=C(CSc1nnc(-c2ccccc2)c(-c2ccccc2)n1)Nc1ccccc1Cl	9.7%
O=C(Nc1ccc(F)c(F)c1)c1cc(S(=O)(=O)N2CCc3ccccc32)ccc1F	?
CCOc1ccc(N2C(=O)c3[nH]nc(-c4ccccc4)c3C2c2ccc(O)c(OC)c2)cc1 (centres undefined)	?
c1ccc(N2CCN(c3ncnc4[nH]ncc34)CC2)cc1	?
COc1ccc(C(=O)NCC(c2ccco2)S(=O)(=O)c2cccs2)cc1OC (centres undefined)	-2.7%
CCOC(=O)c1c(S(=O)(=O)NCC(=O)Nc2ccc(Cl)c(C(F)(F)F)c2)c(C)n(C)c1C	?
O=C(NC1CC(=O)N(c2ccc(Cl)cc2)C1)c1cccs1 (centres undefined)	?
